# Screening results (PubChem)
# IDE act: activators of human insulin-degrading enzyme in cells; P14735; HEK cells, FAbeta-B cleavage, fluorescence polarization; 0% vehicle, 100% cell-free pure enzyme wells; activation, % at 5.96 µM; 340,000 tested, 0.073% active;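 active means activation above the mean of all tested compounds plus 3 SD, set per screening campaign, cut at about 17% in these data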
# SUMO HTRF inh: blocks human SUMOylation mediated by UBC9; P63279; HTRF SUMOylation assay, SAE1/SAE2 + UBC9, in vitro; inhibition, % at 35 µM; 290,000 tested, 0.36% active; in the data active means inhibition above about 50%, passing the limit was not always enough; further: strong numbers were not always called active
# Target sequence (P63279 whole entry, looked up): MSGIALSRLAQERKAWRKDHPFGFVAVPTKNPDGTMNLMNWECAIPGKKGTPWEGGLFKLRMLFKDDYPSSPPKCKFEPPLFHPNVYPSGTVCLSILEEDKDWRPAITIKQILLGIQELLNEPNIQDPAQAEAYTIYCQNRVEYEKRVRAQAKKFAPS
# p-CIP stab down: lowers stability of the mouse p/CIP coactivator protein; Q05BA5; F442A p/CIP-EGFP cells, EGFP fluorescence, 16 h; decrease of EGFP signal, % at 10 µM; 290,000 tested, 0.01% active; AID 1984;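 active means EGFP signal decrease of at least 30% at 10 µM or well 3 SD below plate mean, unless failing retest; inactive means the rest, including hits failing retest or dose response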; further: some compounds called inactive have numbers as strong as hits; many of its hits are not listed in these tables
# DNA FID counter: displaces DNA intercalator in HCV helicase counter-screen; DNA fluorescent intercalator displacement, fluorescence; inhibition, % at 7.9 µM; 290,000 tested, 0.17% active; AID 1845; in the data active means inhibition above about 37%;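 further: 0% = vehicle and 100% = reference compound; higher means more ethidium bromide displaced from hairpin DNA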
# MEKK3 PB1 HTS: MEKK3-MEK5 PB1 interaction, increase or decrease. binding response (% of control), % at 10 µM. bead-based flow cytometry, Alexa488-MEK5 binding to MEKK3; actives lie on both sides; 0 = blocked by unlabeled MEK5, 100 = vehicle. AID 1529. Q99759. 290,000 tested, 1.4% active;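 active means binding response more than 3 SD above or below the average of its plate-row segment, actives on both sides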;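 further: Alexa488 bead fluorescence after subtracting the streptavidin-only scavenger bead signal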
# IMP-1 inh: blocks Pseudomonas aeruginosa IMP-1 metallo-beta-lactamase. purified IMP-1, nitrocefin hydrolysis, epi-absorbance fluorescence. inhibition, % at 5.6 µM. 290,000 tested, 0.45% active. AID 1556;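 active means inhibition above the mean plus 3 SD of all compounds in the same screening run, cut at about 4.5% in these data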;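 further: 0% = IMP-1 with DMSO and 100% = DMSO wells lacking enzyme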
#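 Assay system: purified recombinant IMP-1 beta-lactamase. Input: IMP-1 0.2 nM before substrate addition. Buffer or medium: Zinc- and detergent-supplemented HEPES buffer, pH 7.1. Schedule: 25 °C, 15 min preincubation, 25 min reaction. Signal: Epi-absorbance fluorescence, 480 nm excitation, 530 nm emission. Evaluation: percent inhibition from optical density relative to buffer-blank wells.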
# VIM-2 inhibitor: inhibitors of Pseudomonas aeruginosa VIM-2 metallo-beta-lactamase | AID 1527 | 290,000 tested, 0.89% active | inhibition, % at 5.6 µM | purified VIM-2, nitrocefin hydrolysis, epi-absorbance fluorescence;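 active means inhibition above the mean of all tested compounds plus 3 SD, cutoff set per screening run, cut at about 7.5% in these data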;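 further: red hydrolysis product quenches plate fluorescence so inhibitors raise well fluorescence; 0% = enzyme with DMSO and 100% = DMSO without enzyme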
# PHOSPHO1 block: inhibitors of human PHOSPHO1 phosphatase. Q8TCT1. recombinant PHOSPHO1, absorbance phosphatase assay. inhibition, % at 13.3 µM. 290,000 tested, 1.1% active; in the data active means inhibition above about 60%
# Target sequence (Q8TCT1 whole entry, looked up): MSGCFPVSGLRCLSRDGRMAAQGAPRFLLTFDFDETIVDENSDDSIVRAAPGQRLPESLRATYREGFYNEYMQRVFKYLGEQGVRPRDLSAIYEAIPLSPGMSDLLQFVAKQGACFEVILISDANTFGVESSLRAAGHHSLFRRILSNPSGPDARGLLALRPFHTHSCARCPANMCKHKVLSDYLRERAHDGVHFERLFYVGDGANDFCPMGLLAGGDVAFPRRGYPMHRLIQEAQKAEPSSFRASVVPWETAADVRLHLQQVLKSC
# NS3 helicase inh: inhibitors of Hepatitis C virus NS3 helicase. 290,000 tested, 0.56% active. NS3 helicase DNA unwinding, Cy5 molecular beacon fluorescence. AID 1800. inhibition, % at 10.9 µM;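 active means inhibition above the mean of all tested compounds plus 3 SD, set per campaign, cut at about 35% in these data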;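 further: 0% = DMSO wells and 100% = thioflavine S control wells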
#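 Compound dosing – single dose, 10.9 µM nominal final, DMSO 0.8% final · System – NS3 helicase fragment of HCV · Buffer or medium – MOPS pH 6.5, MgCl2, DTT, Tween20, BSA · Signal – Cy5 beacon fluorescence read at start and 1 h · Also added – annealed dual-labelled DNA beacon duplex, ATP-started · Schedule – 1 h at 25 °C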
# Starred values were filed as active, the others as inactive; . = no result given; & = joins results of further samples; [ ] = dose if it differs, or a comment. This is a subset (hit frequency here may not be typical).
SMILES,IDE act,SUMO HTRF inh,p-CIP stab down,DNA FID counter,MEKK3 PB1 HTS,IMP-1 inh,VIM-2 inhibitor,PHOSPHO1 block,NS3 helicase inh
O=C(O)COc1ccc(/C=N/NC(=O)c2cn(-c3ccccc3)nc2-c2ccccc2)cc1,-1,28,-16,-25,102,-2.1,-3.2,35,10
Cc1ccc(C)c(OCC(=O)Nc2ccc(S(=O)(=O)Nc3ccccn3)cc2)c1C,-2,1,0,-22,113,-2.8,-2.7,-6,0
CC(=O)Nc1ccc(NC(=O)CSc2ncnc3c2cnn3Cc2ccccc2)cc1,.,15,-2,-3,96,-4.1,-1.9,28,-5
CCCOc1ccc(C(O)C(CN2CCOCC2)c2ccccc2)cc1 (stereo not given),0,7,-4,-1,97,1.5,-1.3,-5,-4
O=C(N/C(=C\c1cccc([N+](=O)[O-])c1)C(=O)N1CCOCC1)c1cccc(Br)c1,0,16,-1,-19,107,-1.3,-2.2,33,2
N#Cc1ccc(NC(=O)CNc2cc(S(=O)(=O)N3CCOCC3)ccc2NCC2CCCO2)cc1 (stereo not given),3,-4,9,-9,5.0*[inhibitor],-1.6,-1.7,40,-15
O=C(CSc1nnc(CNC(=O)c2ccco2)o1)Nc1cccc(F)c1,2,8,-2,-10,97,-2.7,-1.1,27,3
C=CCN1C(=O)C(Cc2ccc(C)cc2)S/C1=N/N=C/c1ccco1 (stereo not given),0,4,-14,-12,106,0.4,-0.6,-7,-11
O=C(c1ccccc1Br)N1CCN(c2ccc([N+](=O)[O-])c(N3CCOCC3)c2)CC1,-4,-12,14,-31,117,-1.5,0.1,24,-21
O=C(Nc1cccc(F)c1)c1cc(S(=O)(=O)N2CCC3(CC2)OCCO3)ccc1F,.,-5,-5,-14,98,-3.1,-1.8,-19,-8
O=C(/C=C/c1ccc2ccccc2n1)c1cc(Br)ccc1O,-2,20,-8,-6,88,-1.9,-1.0,44,14
CC(C)Cc1nnc(NC(=O)CCC(=O)Nc2ccccc2F)s1,10,12,7,-17,103,-1.0,-1.6,20,-7
CCc1ccccc1NC(=S)NCCSc1ccc(Cl)cc1,6,-26,8,-13,82,-0.4,0.8,-12,0
NC(=O)CC(NC(=O)Cc1cccc2ccccc12)c1ccc(N2CCN(c3ccccc3)CC2)c([N+](=O)[O-])c1 (stereo not given),-3,9,2,.,95,.,.,30,.
C=C(C)COc1ccc(-c2[nH]ncc2-c2ccccc2)c(O)c1,5,-14,-6,-8,95,-4.3,-1.6,24,-10
CCCC(=O)OCC(=O)NC1CCCc2ccccc21 (stereo not given),4,0,-6,1,107,-2.2,-1.2,20,-27
CCO[C@@H]1OC(C(=O)NC2CC2)=C[C@H](c2c[nH]c3ccccc23)[C@H]1CCCO,-1,9,-3,.,82*[inhibitor],.,.,31,.
Cc1cc(C(=O)N2CCC(CO)(Cc3cccc(C(F)(F)F)c3)CC2)n[nH]1,-1,3,-1,-30,102,-1.7,-2.4,4,-2
CCCn1c(=S)[nH]c2cc(C(=O)N3CCc4ccccc43)ccc2c1=O,-10,7,-2,-1,102,-2.1,-2.9,54,0
N#CN=C(N)c1ccccc1,-1,2&11,-6&-11,0&-5,104&88,-2.2&-2.7,2.7&-4.4,13&40,0&7
Cc1cc(C)c(C#N)c(SCC(=O)N2CCN(Cc3ccccc3)CC2)n1,-3,22,-13,-23,103,-2.1,-1.7,5,-5
CC1CCN(C(=O)CSc2nnc(-c3ccco3)o2)CC1,0,2,6,-6,103,-3.4,-1.6,6,4
CCC(C)C(NC(=O)c1ccccc1NC(=O)c1ccccc1)C(=O)N1CCOCC1 (stereo not given),4,22,-8,-12,102,-3.6,-2.9,6,2
O=C(NC1CC1)C1CCN(C2CCN(C(=O)c3ccc(C(F)(F)F)cc3)CC2)CC1,2,-15,3,6,101,-4.4,-1.8,29,12
COc1ccc(/C=N/Nc2nc(N)cc(Cl)n2)cc1OC,-2,20,-22,-13,102,-1.5,-4.4,28,2
# Additional entries:
SMILES,IDE act,SUMO HTRF inh,p-CIP stab down,DNA FID counter,MEKK3 PB1 HTS,IMP-1 inh,VIM-2 inhibitor,PHOSPHO1 block,NS3 helicase inh
CCC1CCCCN1CCCNC(=O)c1cc2c(Cl)nc3ccccc3c2s1 (stereo not given),-2,6,0,44*,100,-1.1,19*,-32,-32
N#CCOc1ccccc1/C=N/n1nnnc1N,3,17,-6,-3,106,-4.5,-0.8,39,6
CCOc1ccc(N2C(=O)CCC2=O)cc1,-2,-1,-4,1,100,-1.9,-3.1,16,1
CCOC(=O)c1c(C)[nH]c(C)c1C(=O)COc1ccc(NC(=O)c2ccco2)cc1,-2,9,5,-26,103,1.9,0.0,0,-2
CCSc1nnc(C)c(=O)n1COC(=O)c1ccc(S(=O)(=O)N2CCCC2)cc1,7,-6,-2,4,91,-0.5,-1.8,4,-2
O=C(Nc1sc2c(c1C(=O)O)CCC2)c1ccc(F)cc1,6,0,5,-5,102,-0.8,0.0,5,26
COc1ccc(C(=O)NCc2nnc(SCC(=O)NCCc3ccccc3)o2)cc1,0,-4,-6,-29,98,0.9,1.4,-20,13
NC(=O)c1c(NC(=O)c2ccncc2)sc2c1CCCC2,1,4,-2,0,103,-3.0,-1.4,-23,-6
CCCn1c(=O)c2sccc2n2c(CCCC(=O)NC3CCN(Cc4ccccc4)CC3)nnc12,-4,14,1,5,92,-0.5,3.8,10,8
Cc1ccc2nc(CSc3nnc(-c4ccco4)o3)cc(=O)n2c1,-7,21,4,-14,71*[inhibitor],2.4,1.2,-3,20
CNC(=O)[C@@]1(C)C=C[C@@H](Cc2ccccc2)N1C(=O)OC,-5,-14,8,-6,108,-3.8,-1.9,-14,0
COc1ccc(NC(=O)CC(C)CC(=O)NCc2ccccc2)c(OC)c1 (stereo not given),-1,15,-10,-15,102,-4.2,-2.8,14,-6
CCCCc1nnc(NC(=O)COC)s1,-1,3,-38,-4,100,-0.8,-1.6,3,-2
O=C(CN1CCN(Cc2ccccc2F)C1=O)NCCc1ccc(Cl)cc1,7,-4,1,-32,103,-3.5,0.6,5,-5
CCCCNC(=S)NNC(=O)c1ccco1,4,-16,-3,-2,103,-3.4,-1.6,-16,0
Cc1cc(C(=O)CN2C(=O)NC(Cc3c[nH]c4ccccc34)C2=O)c(C)n1C (stereo not given),1,-7,8,-12,99,-4.4,-1.6,12,-6
COc1ccc(N2CCN(CCCNC(=O)CCCn3c(=O)[nH]c4ccsc4c3=O)CC2)cc1,4,-2,5,9,.,-1.4,-3.1,27,0
Cc1ccc(S(=O)(=O)NNC(=S)Nc2ccccc2)cc1,-7,-20,-17,-1,101,-2.2,-5.1,35,-4
CCNC(=S)N(CCN(C)C)Cc1cc2cc3c(cc2[nH]c1=O)OCO3,8,17,0,0,100,-0.4,1.2,18,1
Cc1ccc(NC(=O)CN2C(=O)NC3(CCCc4ccccc43)C2=O)cc1S(=O)(=O)N1CCOCC1 (stereo not given),-7,4,-17,-19,89,1.0,2.0,34,7
COc1ccc(NC(=O)C2C3C=CC4(O3)C2C(=O)N(CCN2CCCCC2C)C4C(=O)NC2CCCC(C)C2C)cc1 (stereo not given),5,5,4,5,102,-1.1,-2.0,24,-7
Nc1ccc2oc(-c3ccccc3Cl)nc2c1,-6,29,1,2,99,-2.7,-3.0,-1,4
COc1ccc(-n2c(C)cc(C(=O)COc3ccc(-n4cnnn4)cc3)c2C)cc1,9,12,-15,-4,92,0.6,-0.1,-2,1
Cn1c(=O)[nH]c(=O)c2c1nc(NCc1ccco1)n2Cc1ccccc1Cl,1,3,-1,-2,105,-2.5,-1.6,30,-11
O=C1CS/C(=N/N=C/c2ccccc2)N1Cc1ccco1,-6,6,5,-11,100,-0.6,-1.6,20,-10

# Entries above that have a CF3 group (2):
SMILES,IDE act,SUMO HTRF inh,p-CIP stab down,DNA FID counter,MEKK3 PB1 HTS,IMP-1 inh,VIM-2 inhibitor,PHOSPHO1 block,NS3 helicase inh
Cc1cc(C(=O)N2CCC(CO)(Cc3cccc(C(F)(F)F)c3)CC2)n[nH]1,-1,3,-1,-30,102,-1.7,-2.4,4,-2
O=C(NC1CC1)C1CCN(C2CCN(C(=O)c3ccc(C(F)(F)F)cc3)CC2)CC1,2,-15,3,6,101,-4.4,-1.8,29,12

# More structures:
SMILES,IDE act,SUMO HTRF inh,p-CIP stab down,DNA FID counter,MEKK3 PB1 HTS,IMP-1 inh,VIM-2 inhibitor,PHOSPHO1 block,NS3 helicase inh
O=C1c2ccccc2C(=O)N1CCCCSc1nnc(-c2ccc(OC(F)F)cc2)o1,4,10,-5,-6,99,-3.7,-0.2,-3,10
COc1cccc(CSc2nnc(-c3ccncc3)n2C)c1,3,4,5,-7,98,-2.8,-1.8,.,1
O=C(Nc1ccc([N+](=O)[O-])cn1)C1CC2CCC1C2 (stereo not given),1,14,-12,1,104,-1.2,-3.9,2,-14
O=[N+]([O-])c1ccc(-c2ccc(/C=N/c3c(-c4ccco4)nc4ccccn34)o2)cc1,1,-9,-6,0,.,-1.9,-2.2,18,8
COc1ccc(N=Nc2nc3cc(Br)c(Br)cc3n2C)c(OC)c1,11,-10,-23,-14,97,9.3*,10*,72*,-7
CCN(Cc1ccncc1)Cc1c(O)ccc2ccccc12,2,22,-11,-6,107,-2.5,-2.1,-98,4
Cc1c(Cl)cccc1NC(=O)CCN1CCN(CCO)CC1,4,6,6,6,91,-0.8,-1.9,9,-6
O=C1CN(S(=O)(=O)c2ccc(F)cc2)c2ccccc2N1,2,2,-6,-1,104,-1.4,-1.3,34,11

# Molecules from the list above containing two or more sulfur atoms (three):
SMILES,IDE act,SUMO HTRF inh,p-CIP stab down,DNA FID counter,MEKK3 PB1 HTS,IMP-1 inh,VIM-2 inhibitor,PHOSPHO1 block,NS3 helicase inh
CCc1ccccc1NC(=S)NCCSc1ccc(Cl)cc1,6,-26,8,-13,82,-0.4,0.8,-12,0
CCSc1nnc(C)c(=O)n1COC(=O)c1ccc(S(=O)(=O)N2CCCC2)cc1,7,-6,-2,4,91,-0.5,-1.8,4,-2
Cc1ccc(S(=O)(=O)NNC(=S)Nc2ccccc2)cc1,-7,-20,-17,-1,101,-2.2,-5.1,35,-4
